PhoP GFP inhibition: PhoP regulon inhibitors, Salmonella typhi PhoP promoter GFP reporter, confirmatory (AID 1850) | Salmonella Typhi PhoP-promoter GFP reporter, fluorescence, 4 h; higher % means a stronger effect | inhibition, % at 50 µM; hits with a dose series show IC50 in µM | 0.33% of 310,000 active; in the data active = a potency from the dose series; inconclusive = inhibition mostly from about 25% at the one dose, without a potency; inactive = the rest, 99 in 100 with inhibition below about 19%;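 also: 0% = induced wells with vehicle and 100% = uninduced wells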
M. tuberculosis HTS: M. tuberculosis growth inhibition, HTS (AID 449762) | M. tuberculosis H37Rv growth inhibition, 7H9 media; higher % means a stronger effect | one-dose inhibition, % at 25 µM; IC50 in µM for titrated hits | 0.59% of 330,000 active; in the data active = a potency from the dose series; inconclusive = inhibition above about 70% without an active follow-up result;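 also: bacterial growth assessed after seven days of incubation; strong numbers were not always called active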
H1N1 NS1A inhibition: H1N1 influenza NS1A inhibitors, functional cell based assay (AID 504329). NS1A functional cell-based assay, percent inhibition; higher % means a stronger effect. one-dose inhibition, % at 12.5 µM; IC50 in µM for titrated hits. 0.3% of 340,000 active; in the data active = a potency from the dose series; inconclusive = inhibition above about 27% without an active follow-up result; also: strong numbers were not always called active
inhibitors of VEEV: inhibitors of VEEV TC-83 cytopathic effect, confirmation, Vero cells (AID 588727) | 0.13% of 350,000 active | inhibition, % at 20 µM, or IC50 in µM where a hit was titrated | Vero cells, VEEV TC-83 cytopathic effect inhibition; higher % means a stronger effect; in the data active = a potency from the dose series; inconclusive = inhibition mostly from about 14% at the one dose, without a potency; inactive = the rest, 99 in 100 with inhibition below about 12%; also: strong numbers were not always called active
tuberculosis growth: growth inhibition of non-replicating M. tuberculosis (AID 488890). Mycobacterium tuberculosis non-replicating, growth inhibition; higher % means a stronger effect. one-dose inhibition, % at 25 µM; IC50 in µM for titrated hits. 0.39% of 320,000 active; in the data active = a potency from the dose series; inconclusive = inhibition mostly from about 82% at the one dose, without a potency; inactive = the rest, 99 in 100 with inhibition below about 76%;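 also: plate controls were DMSO cells for no effect and high antibiotic wells for full effect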
inhibitors of VEEV 10K pilot screen: second read-out of inhibitors of VEEV, no call of its own (marks repeat the call); inhibition, %; measured here: 10K pilot screen inhibition
* = called active by the depositor; i = inactive; ? = inconclusive; · = not tested or not shown. Rows are unselected; 1.4% or so of the library scored in one or more.

SMILES	PhoP GFP inhibition	M. tuberculosis HTS	H1N1 NS1A inhibition	inhibitors of VEEV	tuberculosis growth	others
C=CCN(CC=C)CCCOc1ccccc1C(=O)OC	-7.0%	-1.5%	5.8%	i	-11.2%
C/C(Cc1ccccc1)=N\NC(=O)CNC(=O)COc1ccccc1	15.2%	-6.5%	4.8%	1.1%	-3.0%
CCN(CC)c1ccc(NC(=O)Cn2c(C(C)NC(=O)c3ccccc3)nc3ccccc32)cc1 (stereo not given)	-0.6%	2.8%	-4.0%	i	-6.7%
CC1CC(C)CN(CCCNC(=O)CN2C(=O)COc3ccc(S(=O)(=O)N4CCOCC4)cc32)C1 (stereo not given)	2.1%	-4.7%	-0.2%	0.1%	-1.2%
Cc1cc(=O)n2c(C(=O)Nc3ccc(C(=O)OC(C)C)cc3)c(C(=O)Nc3ccccc3)sc2n1	-2.0%	-2.5%	-4.8%	1.1%	3.6%
C(=N\N1CCN(C(c2ccccc2)c2ccccc2)CC1)/c1ccc2c(c1)OCO2	2.4%	-0.1%	9.7%	i	0.4%
CCC(=O)Nc1cc(C(C)C)c(O)cc1C	-7.8%	-11.5%	8.2%	2.5%	-15.3%	inhibitors of VEEV 10K pilot screen=0.1
O=C(Cn1[nH]c(=O)c2ccccc2c1=O)OCC(=O)N1CCCc2ccccc21	4.0%	3.1%	-1.9%	3.2%	1.5%
CSC1=NCCN1C(=O)c1ccc(Br)o1	0.6%	-3.1%	-3.9%	i	2.9%
O=C1c2ccccc2S(=O)(=O)N1CCS(=O)(=O)c1ccc(F)cc1	-1.9%	-5.6%	2.4%	i	13.3%
COc1ccc(C(=O)NCC(=O)OCc2ccc([N+](=O)[O-])cc2)cc1	-8.1%	-2.8%	-11.2%	1.1%	49.0%
Nc1nnc(SCC(=O)Nc2cccc(Cl)c2)s1	·	·	-8.8%	i	·
Cc1cc2c(cc1S(=O)(=O)CCC(=O)NC1CCC(C)CC1)OCC(=O)N2 (stereo not given)	9.1%	3.3%	2.8%	i	23.4%	inhibitors of VEEV 10K pilot screen=1.2
CC(=O)Nc1ccc(N/C=C(\C=O)c2nc3ccccc3o2)cc1	-0.6%	6.9%	1.1%	0.5%	-12.0%
COc1cccc(CNC(=O)CCCn2c(=S)[nH]c3cc4c(cc3c2=O)OCO4)c1	3.5%	-1.4%	-5.5%	1.2%	-5.5%
COc1ccccc1CNC(=O)COC(=O)c1cnccn1	6.5%	-2.6%	-14.6%	2.0%	-2.0%
CC(C)OC(=O)Nc1ccc2c(c1)N(C(=O)CCN1CCN(CCO)CC1)c1ccccc1CC2	-5.5%	2.9%	4.1%	0.6%	10.2%
Nc1cc(CN2C(=O)c3ccccc3C2=O)cc(Cl)c1O	-2.1%	-1.4%	-0.6%	i	5.0%
O=c1c2c3c(sc2ncn1Cc1ccc(F)cc1)CCC3	6.1%	5.9%	-2.3%	2.8%	38.7%
O=C(NNC(=O)c1ccccc1O)c1ccc(S(=O)(=O)Nc2ccccc2)cc1	-7.0%	2.8%	-1.5%	3.1%	-4.4%
Nc1c(Cl)cc(C2=NCCn3nc4ccccc4c32)cc1Cl	2.6%	41.6%	1.6%	8.3%	12.6%
CCOC(=O)C1=C(N)OC2=C(C(=O)CC(C)C2)C1c1cccnc1 (stereo not given)	-1.6%	-1.7%	-9.8%	0.3%	-7.9%
CC(=O)c1cccc(N=C2NC(=O)CS2)c1	-1.9%	-2.6%	1.3%	1.6%	-9.6%
CC(Sc1ncccn1)C(=O)N1CCc2ccccc21 (stereo not given)	·	·	-14.9%	2.4%	·
Cc1ccc(C(=O)Nn2cnnc2)c(Cl)c1	8.8%	-6.8%	-5.5%	0.5%	-1.8%

(more compounds)
SMILES	PhoP GFP inhibition	M. tuberculosis HTS	H1N1 NS1A inhibition	inhibitors of VEEV	tuberculosis growth	others
COc1cc(C(C)=O)ccc1OCc1cn(CC(=O)c2ccc(O)cc2)nn1	·	·	-9.8%	i	·
CC(C)N(C(=O)[C@H]1C[C@H](CC(=O)NCCc2ccccn2)C(=O)N2CCc3c([nH]c4cc(-c5ccco5)ccc34)[C@]12C)C(C)C	·	·	7.1%	0.2%	·
COc1ccc(NC(=O)CCC(=O)N/N=C/c2ccncc2)cc1	-4.3%	3.9%	31.8%	i	-8.2%
O=C1CCc2cc(S(=O)(=O)N3CCCCC3)cc3c2N1CC3	7.1%	-3.8%	-5.2%	2.5%	-8.9%
CCCCN(C(=O)c1cc(OC)c(OC)c(OC)c1)C1=CC2CCC(C1)N2C (stereo not given)	-7.6%	-4.5%	-4.6%	8.0%	0.1%
O=C(CCS(=O)(=O)c1cccc2nonc12)NC1CCCCCC1	-1.3%	0.0%	-1.7%	1.2%	39.6%
Cc1ccc(C(=O)N/C(=C/C=C\c2ccccc2)C(=O)NCc2ccco2)cc1	-0.8%	9.8%	0.5%	0.2%	51.1%
Cc1ccc(S(=O)(=O)N(C)C)cc1NC(=O)c1cc(-c2ccncc2)nc2ccccc12	·	7.6%	2.0%	7.0%	12.2%
Cc1cc(C)n2[nH]c(=O)c(N=Nc3ccc(S(N)(=O)=O)cc3)c2n1	6.3%	-2.5%	-0.9%	0.8%	·
COc1ccc(NC(=O)CSc2n[nH]c(C)c2[N+](=O)[O-])cc1	-1.7%	65.5%	18.6%	1.5%	0.1%
COC(=O)N/N=C1\CCCc2ccccc21	-11.1%	1.2%	-3.0%	2.1%	49.9%
O=c1[nH]c(CN2CCN(S(=O)(=O)c3ccc(Cl)cc3)CC2)nc2cc(Cl)ccc12	-2.5%	-3.0%	-0.5%	6.3%	57.1%
Cc1ccc(-c2cnc3ccccc3n2)cc1C	7.1%	4.1%	-3.6%	0.7%	1.7%
COc1ccccc1N1CCN(C(=O)CSc2nc3ccccc3nc2N2CCCCC2)CC1	-12.9%	-0.2%	-4.1%	9.2%	9.5%	inhibitors of VEEV 10K pilot screen=5.7
CCCCn1c(SCC(=O)N2CCCc3ccccc32)nc2c1c(=O)n(C)c(=O)n2C	2.1%	-5.1%	30.3%	i	11.0%
CCOC(=O)C1(Cc2ccccc2C#N)CCCCC1=O (stereo not given)	·	·	-2.5%	i	·
COc1ccccc1-c1ccc(SCc2cccc(F)c2)nn1	-3.8%	-7.0%	2.6%	2.7%	66.2%
Cc1ccc2ccc(C(Nc3ccccn3)c3ccccc3)c(O)c2n1 (stereo not given)	·	-6.5%	32.6%	1.1%	·
Cc1ccc(NCc2n[nH]c(=S)n2-c2ccccc2)c(C)c1	-2.6%	2.5%	0.7%	0.7%	0.8%
COc1cc(OC)c(NC(=O)N2CCOCC2)cc1Cl	-1.5%	3.0%	-4.8%	3.0%	-3.0%
CCOc1ccc(NC2c3ccccc3C(=O)N2Cc2ccc3c(c2)OCO3)cc1 (stereo not given)	5.0%	-13.3%	12.8%	7.0%	18.2%
COc1ccc2cnnc(SCC(=O)Nc3ccc(C(=O)O)cc3)c2c1OC	-1.1%	3.8%	-6.3%	i	-19.8%
O=C1N=c2ccccc2=C1c1sc(Nc2ccc(O)cc2)nc1O	·	·	7.3%	7.5%	·
O=C(NCc1ccco1)C1CCCN(S(=O)(=O)c2cccc3nonc23)C1 (stereo not given)	1.8%	11.5%	·	·	-4.4%
CC(=Nc1ccc(Br)cc1)c1sc2ccccc2c1O	-6.3%	2.2%	-17.0%	1.3%	7.7%

Next results follow.
SMILES	PhoP GFP inhibition	M. tuberculosis HTS	H1N1 NS1A inhibition	inhibitors of VEEV	tuberculosis growth	others
O=C(O)CSc1nnc(-c2ccc(S(=O)(=O)N3CCCC3)cc2)n1Cc1ccco1	-14.0%	-3.0%	6.6%	0.3%	8.1%	inhibitors of VEEV 10K pilot screen=0.3
CC(Sc1ccccc1)C(=O)NCCc1ccccc1 (stereo not given)	-2.8%	-6.2%	-5.6%	0.1%	?
COc1ccc(C)cc1NS(=O)(=O)c1ccccc1	·	·	0.7%	0.2%	·
CCOC(=O)CSc1nnc(-c2c[nH]c3ccccc23)o1	2.1%	0.59µM*	1.5%	1.1%	?
Cc1nc(C)c(-c2ccc(SCc3ccccc3C)nn2)s1	24.2%	0.7%	2.4%	8.9%	62.3%
Cc1cccc(NC(=O)Cc2noc3ccccc23)c1	4.1%	-23.3%	-2.7%	3.6%	12.9%
COc1ccc(C(Nc2cc(C)ccn2)c2ccc3ccc(C)nc3c2O)cc1 (stereo not given)	1.6%	2.3%	7.3%	1.8%	?
O=C(NN1CCOCC1)c1ccc(Cl)cc1	-14.2%	-18.7%	0.9%	0.9%	-29.2%
Cc1ccccc1OCC(=O)NCCCNC(=O)c1ccco1	-4.1%	-19.8%	-7.8%	7.4%	-13.7%
O=C(CCC(=O)Nc1ccc(F)cc1)N/N=C/c1c[nH]c2ccccc12	-5.5%	-10.1%	8.2%	i	7.4%
CN(C(=S)NC(=O)c1ccccc1)C1CCCCC1	-0.5%	60.5%	-0.3%	2.8%	18.3%
O=C(CSc1nnc(CCCN2C(=O)c3cccc4cccc(c34)C2=O)n1-c1ccccc1)N1CCCCC1	5.1%	-3.7%	7.6%	8.1%	12.7%
CCCC(=O)Nc1ccc2c(c1)nc(CN1CCCC1)n2C	9.7%	-2.0%	-9.3%	5.5%	6.3%
Cc1ccc(C)c(N2CCN(C(=O)CCc3nc(-c4ccccc4F)no3)CC2)c1	·	·	-7.1%	3.0%	·
Cc1csc2nc(CNS(=O)(=O)N(C)C)cn12	0.5%	-10.9%	1.9%	1.9%	-9.1%
Cc1cc(NC(=O)CSc2nnc(-c3c[nH]c4ccccc34)n2-c2ccc(Cl)cc2)no1	-7.3%	3.9%	1.4%	0.6%	9.4%
CCOc1ccc(N(CC(=O)NCc2ccccc2C)S(C)(=O)=O)cc1	1.2%	1.2%	-4.4%	1.8%	-7.8%
O=S(=O)(O)c1ccc2c(c1)C(C(Cl)(Cl)Cl)OC(C(Cl)(Cl)Cl)O2 (stereo not given)	·	·	-41.7%	i	·
O=C1NCC(COCc2ccco2)O1 (stereo not given)	-1.2%	2.4%	-4.0%	0.9%	1.7%
O=C(Nc1ccc2c(c1)nc1n2CCOC1)c1ccccc1	-2.8%	-8.7%	10.5%	2.6%	-13.8%
CN(Cc1ccccc1)c1ccc2nnc(-c3ccccc3)n2n1	-3.6%	67.9%	-0.1%	6.3%	·
O=C(c1ccco1)N(CCC(c1ccccc1)c1ccco1)Cc1ccco1 (stereo not given)	-1.6%	8.3%	-6.0%	0.4%	18.9%

Entries from the list above that contain an aryl methoxy group, in the order listed:
SMILES	PhoP GFP inhibition	M. tuberculosis HTS	H1N1 NS1A inhibition	inhibitors of VEEV	tuberculosis growth	others
COc1ccc(C(=O)NCC(=O)OCc2ccc([N+](=O)[O-])cc2)cc1	-8.1%	-2.8%	-11.2%	1.1%	49.0%
COc1cccc(CNC(=O)CCCn2c(=S)[nH]c3cc4c(cc3c2=O)OCO4)c1	3.5%	-1.4%	-5.5%	1.2%	-5.5%
COc1ccccc1CNC(=O)COC(=O)c1cnccn1	6.5%	-2.6%	-14.6%	2.0%	-2.0%
COc1cc(C(C)=O)ccc1OCc1cn(CC(=O)c2ccc(O)cc2)nn1	·	·	-9.8%	i	·
COc1ccc(NC(=O)CCC(=O)N/N=C/c2ccncc2)cc1	-4.3%	3.9%	31.8%	i	-8.2%
CCCCN(C(=O)c1cc(OC)c(OC)c(OC)c1)C1=CC2CCC(C1)N2C (stereo not given)	-7.6%	-4.5%	-4.6%	8.0%	0.1%
COc1ccc(NC(=O)CSc2n[nH]c(C)c2[N+](=O)[O-])cc1	-1.7%	65.5%	18.6%	1.5%	0.1%
COc1ccccc1N1CCN(C(=O)CSc2nc3ccccc3nc2N2CCCCC2)CC1	-12.9%	-0.2%	-4.1%	9.2%	9.5%	inhibitors of VEEV 10K pilot screen=5.7
COc1ccccc1-c1ccc(SCc2cccc(F)c2)nn1	-3.8%	-7.0%	2.6%	2.7%	66.2%
COc1cc(OC)c(NC(=O)N2CCOCC2)cc1Cl	-1.5%	3.0%	-4.8%	3.0%	-3.0%
COc1ccc2cnnc(SCC(=O)Nc3ccc(C(=O)O)cc3)c2c1OC	-1.1%	3.8%	-6.3%	i	-19.8%
COc1ccc(C)cc1NS(=O)(=O)c1ccccc1	·	·	0.7%	0.2%	·
COc1ccc(C(Nc2cc(C)ccn2)c2ccc3ccc(C)nc3c2O)cc1 (stereo not given)	1.6%	2.3%	7.3%	1.8%	?
